Assay outcomes deposited in PubChem BioAssay by several laboratories.
Mtb RmlCD inh: inhibitors of Mycobacterium tuberculosis RmlC and RmlD coupled enzymes | P9WH09+P9WH11 | RmlC+RmlD coupled enzyme assay, percent inhibition; primary screen in compound mixtures | inhibition, % at 3.6 µM | 160,000 tested, 0.03% active | AID 1533; in the data active = inhibition mostly above about 34%, no sharp cut-off; also: some results filed as inactive read as strong as hits
Target sequence (P9WH09 whole entry, looked up): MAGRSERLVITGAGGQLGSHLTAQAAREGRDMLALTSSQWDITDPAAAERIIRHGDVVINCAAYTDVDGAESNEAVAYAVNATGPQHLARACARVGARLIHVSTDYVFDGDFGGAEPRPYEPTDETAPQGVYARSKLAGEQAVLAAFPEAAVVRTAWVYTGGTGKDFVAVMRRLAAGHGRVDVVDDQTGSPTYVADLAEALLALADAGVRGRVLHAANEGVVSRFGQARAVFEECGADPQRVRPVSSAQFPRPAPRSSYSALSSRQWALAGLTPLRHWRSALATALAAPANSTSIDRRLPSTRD
Target sequence (P9WH11 whole entry, looked up): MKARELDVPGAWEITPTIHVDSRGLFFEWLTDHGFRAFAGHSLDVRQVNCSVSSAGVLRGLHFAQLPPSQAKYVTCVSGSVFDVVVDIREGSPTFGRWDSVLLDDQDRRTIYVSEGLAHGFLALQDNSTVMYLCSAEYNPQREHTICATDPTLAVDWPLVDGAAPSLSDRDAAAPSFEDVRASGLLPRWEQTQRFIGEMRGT
M. tuberculosis GlmU: inhibition of mycobacterial GlmU enzyme – biochemical, glucosamine-1-phosphate acetyltransferase (AID 1376); M. tuberculosis GlmU acetyltransferase enzyme assay; higher % means a stronger effect; inhibition, %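 (tested at 30 µM in the primary screen)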, or IC50 in µM where a hit was titrated; 220,000 tested, 0.25% active; in the data active = inhibition above about 13%;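 also: 0% = complete reaction with vehicle and 100% = reaction without substrate; strong numbers were not always called active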
An asterisk follows results filed as active; · = no result given; & = joins results of further samples. Some of the compounds tested; count on the stated rates, not on these rows.

mol,Mtb RmlCD inh,M. tuberculosis GlmU
Cc1cccc(N(C(=O)Cn2nnc3ccccc32)C(C(=O)NCc2ccco2)c2ccncc2)c1C (configuration not stated),-8.2,-0.1%
O=C1NC(c2ccco2)Nc2sc3c(c21)CCN(Cc1ccccc1)C3 (configuration not stated),-9.5,-4.2%
COc1ccc(NC(=O)c2cc3n(n2)C(C(F)(F)F)CC(c2ccc4c(c2)OCO4)N3)cc1OC (configuration not stated),3.0,·
COCCCNC(=O)c1ccc2c(=O)n(Cc3ccc4c(c3)OCO4)c(=S)[nH]c2c1,1.4,1.1%
Cn1c(CNc2cccc(Cl)c2)nnc1SCC(=O)OC1CCCCC1,29.4,3.2%
Cc1noc(C)c1CSCC(=O)N1CCN(c2ccc([N+](=O)[O-])cc2)CC1,33.4,-1.8%
CN(CC(=O)NCc1ccc(Cl)cc1)S(=O)(=O)c1cccc2cccnc12,-11.3,0.2%
CCOC(=O)c1c(C)[n+]([O-])c2ccc3c(non3O)c12,-15.3,-2.0%
COC(=O)Cc1c(O)ccn(CCc2ccc(OC)c(OC)c2)c1=O,0.8,-9.7%
Cc1ccc(C)c(-n2c(-c3ccc4c(c3)OCO4)n[nH]c2=S)c1,·,1.7%
Cc1nc2ccc(NC(=O)c3cncc(Br)c3)cc2s1,-2.8,-5.4%
COc1ccc(C(O)c2nccc3cc(OC)c(OC)cc23)cc1OC (configuration not stated),-50.7,0.4%
CCC(=O)NCc1nc2ccccc2n1Cc1ccccc1F,10.0,-3.6%
CC(C)CC(=O)NNC(=O)c1ccc(Cl)cc1,12.2,-2.2%
COc1cc2c(cc1OC)C(c1ccc(Cl)cc1)=NCC2,-1.8,5.3%

The list goes on.
mol,Mtb RmlCD inh,M. tuberculosis GlmU
O=C1C2C3C=CC(C3)C2C(=O)N1c1ccccc1OS(=O)(=O)c1ccccc1 (configuration not stated),-12.6,4.5%
CCOC(=O)C1(C)NC(c2cccs2)C2C(=O)N(c3ccccc3)C(=O)C21 (configuration not stated),-8.8,0.1%
CCOC(=O)c1cc(CC)sc1NC(=O)C1CC(=O)NN1Cc1ccccc1 (configuration not stated),7.1,0.6%
CC(C)=CCCC(C)CN1CCC(N2CCC(C(=O)NC(C)C)CC2)CC1 (configuration not stated),4.1,-4.7%
N#Cc1c(C(F)(F)F)cc(-c2ccc(Cl)cc2)[nH]c1=O,·,0.3%
CN1C(=O)C(=Cc2ccccc2OCCOc2ccc([N+](=O)[O-])cc2)C(=O)N(C)C1=O,6.3,0.8%
COc1ccc(CC(=O)Nc2cccc(-c3ccc4nnc(C)n4n3)c2)cc1OC,8.0,3.1%
CCCCCCn1c(O)c(/C=N/N2CCCCCC2)c(=O)[nH]c1=O,3.4,-2.4%
Cc1nn2c(=O)c3c4c(sc3nc2n1-c1ccccc1)COC(C)(C)C4,-7.8,2.3%
CC(=O)N1CCN(c2ccccc2NC(=O)COc2cc(C)ccc2C(C)C)CC1,22.0,-0.6%
Cc1cc(SCC(=O)NC(=O)c2cccn2C)nc2ccccc12,·,-2.2%
CC(C)(C)NC(=O)/C(=C/c1cccnc1)NC(=O)c1ccco1,-0.7,-4.1%
CCCCNCc1cc(Br)c(OCc2cccs2)c(OC)c1,14.8,-13.3%
CCOC(=O)N1CCN(C(=O)CN2C(=O)COc3ccc(C(C)(C)C)cc32)CC1,2.8,-4.4%
CCOC(=O)c1sc2ncn(C(CC)C(=O)OC)c(=O)c2c1C (configuration not stated),·,9.3%

More results:
mol,Mtb RmlCD inh,M. tuberculosis GlmU
Cc1cccc(NC(=O)CN(c2ccc(F)cc2)S(C)(=O)=O)c1,1.7,1.4%
Cc1ccc(CNc2oc(-c3ccco3)nc2S(=O)(=O)c2ccccc2)cc1,·,2.8%
CCCCc1c(C)c2cc(C)ccc2[nH]c1=O,4.8,3.2%
CN(C)c1ccc(NC(=O)CN2C(=O)CN=C(c3ccccc3)c3ccccc32)cc1,21.3,-1.5%
COc1ccccc1CNc1nc2nc(C)c(C)c(=O)n2[nH]1,4.1,4.7%
O=C(CNS(=O)(=O)c1cccs1)N1CCCC1,·,3.1%
O=C(Nc1ccc(Cl)cc1)Nc1ccccc1Sc1ncc([N+](=O)[O-])s1,0.3,8.0%
O=C(CSc1ccc(-c2ccc(F)cc2)nn1)Nc1ccc2c(c1)OCCO2,0.9,2.6%
O=C1NC(=O)N(c2ccc3c(c2)OCO3)C(=O)/C1=C\c1ccc(N2CCCCC2)o1,-5.6,3.3%
C=CCn1c(C)cc(C(=O)COC(=O)/C=C/c2ccc(OC)cc2)c1C,2.7,-2.5%
CCN(CC)c1ccc(C(=O)N/N=C/c2ccc(OC)cc2OC)cc1,16.5,-7.9%
COc1cc(C(=O)OC(C)CN2CCOCC2)cc(OC)c1OC (configuration not stated),9.7&6.9,0.3%&2.5%
Cc1ccc(-c2ccc(CCC(=O)O)n2C(C)C)cc1,8.8,-0.7%
OC(COc1ccc(Cl)cc1)CN1CCCCC1 (configuration not stated),·,8.6%
CCc1cccc(CC)c1NC(=S)N1CCn2cccc2C1c1cccnc1 (configuration not stated),8.2,-3.4%

(more compounds)
mol,Mtb RmlCD inh,M. tuberculosis GlmU
Cc1ccc(S(=O)(=O)N2CCCOC2CNC(=O)C(=O)NCc2ccco2)cc1 (configuration not stated),-5.2,-5.3%
O=C(C1CCN(Cc2nc(Cc3cccc(F)c3)no2)CC1)N1CCOCC1,14.0,0.2%
Cc1snnc1C(=O)NC(=S)Nc1ccccc1,-9.5,1.8%
COCCn1c(C)cc(C(=O)COc2cccnc2[N+](=O)[O-])c1C,9.5,-0.5%
Cc1cc(C(=O)Nc2sc3c(c2C#N)CCC(C)C3)no1 (configuration not stated),·,-1.0%
O=C(CCC(=O)OCc1cccc([N+](=O)[O-])c1)Nc1ccc(F)cc1,-8.6,-4.1%
COc1c(C)cc(C(=O)C2CCCN(C(=O)CCc3scnc3C)C2)cc1C (configuration not stated),9.9,1.9%
N[C@@H](CO)c1nnc([C@H](Cc2ccc(O)cc2)NC(=O)C2CCNCC2)o1,·,1.1%
Cc1ccc(CN2CCSc3ccc(C(=O)NCc4cccnc4)cc32)cc1,-8.6,-3.8%
O=C(Nc1ccc(F)cc1)c1ccccc1S(=O)(=O)c1ccccc1[N+](=O)[O-],7.2,1.6%
Nc1ccn(-c2ccc(Cl)cc2)c(=O)c1,8.7,-0.8%
O=C(CSc1nnc2ccccn12)Nc1cccc(S(=O)(=O)N2CCOCC2)c1,7.9,2.3%
CCOC(=O)CSc1nc2ccsc2c(=O)[nH]1,·,-0.6%
COc1ccc(C2/C=C\CN(C(=O)OCc3ccccc3)CC(=O)N2Cc2ccc(F)cc2)cc1 (configuration not stated),·,2.3%
COc1ccc(S(=O)(=O)n2cnc3cc(C)c(C)cc32)cc1,-3.7,-5.8%

More compounds follow.
mol,Mtb RmlCD inh,M. tuberculosis GlmU
CCCCOP(=O)(OCCCC)C(O)c1ccc(N(C)C)cc1 (configuration not stated),·,1.2%
CC(C)CC(=O)NC(=S)Nc1ccc(N2CCCC2)c(Cl)c1,-2.8,-4.5%
COc1ccc(NC2=CC(=S)NC(C)(C)C2)cc1,-7.9,1.0%
COCCCNC(=S)N/N=C/c1ccc(N(C)C)cc1Cl,-9.7,5.7%
COc1cc2[nH]c(=S)n(Cc3cccs3)c(=O)c2cc1OC,8.1,0.3%
CC1(C)CC(NC(=O)COc2ccccc2Cl)CC(C)(C)N1,13.2,-4.7%
Cc1cc(C)nc(NS(=O)(=O)c2ccc(NC(=O)c3cc(-c4ccccc4)nc4ccccc34)cc2)n1,-0.3,-0.2%
C/C(=N\N1CCN(C2c3ccccc3-c3ccccc32)CC1)c1ccncc1,-2.3,1.6%
COc1ccc(C(=O)NCC(=O)N2CCc3ccccc3C2)cc1,2.5,1.4%
CC(Oc1cccc(Cl)c1)C(=O)Nc1cc(=O)n(C)c(=O)n1C (configuration not stated),8.2,3.1%
CCOc1cccc(C2NC(=S)NC(C)=C2C(=O)Nc2ccccc2)c1 (configuration not stated),7.5,1.2%
COc1cc(/C=C\C(=O)NCc2ccc3[nH]c(C)cc3c2)cc(OC)c1OC,·,-0.7%
S=C(NCC1COc2ccccc2O1)Nc1ccccc1 (configuration not stated),12.1,0.9%
CCOC(=O)c1ccc(NC(=O)N2CCN(C(=O)c3ccco3)CC2)cc1,11.1,-0.8%
COc1ccc(N=C2SC(CC(=O)Nc3ccccc3)C(=O)N2Cc2ccccn2)cc1 (configuration not stated),6.7,0.8%

The listing continues.
The line under a structure holds: Mtb RmlCD inh	M. tuberculosis GlmU
- COc1ccc(/C=N/NC(=O)c2cnccn2)cc1O
→ 12.1	2.5%
- CC(=O)c1cccc(NC(=O)/C(=C\c2ccco2)NC(=O)c2cccs2)c1
→ 5.5	5.2%
- c1ccc(CCN2CN=C(Nc3nc4ccccc4o3)NC2)cc1
→ 0.7	1.0%
- COc1ccc(CNC(=O)C2(C)Cc3ccccc3C(=O)O2)cc1 (configuration not stated)
→ -2.9	6.5%
- COc1cc(C(=O)NCC(=O)OCn2nnc3ccccc3c2=O)cc(OC)c1OC
→ 0.1	-8.8%
- COCCN(C(=O)Cc1cccs1)C(C(=O)NCc1ccc(OC)cc1)c1ccc(OC)cc1 (configuration not stated)
→ 46.8	-4.2%
- CCOC(=O)Cc1csc(SCC(=O)Nc2cc(C)ccc2OC)n1
→ ·	-4.2%
- Cc1ccc(C(=O)CSc2nnc3ccccn23)c(C)c1
→ -8.5	-0.4%
- COC(=O)c1c(NC(=O)c2c(Cl)cnn2C)sc(C)c1C
→ ·	-1.1%
- C=CCSc1nnc2c(n1)OC=Nc1ccccc1-2
→ ·	-5.5%
- CCN1CCc2c(sc(N)c2C#N)C1
→ 2.1	0.6%
- Cc1ccc(CS(=O)(=O)CCC(=O)NCCCN2CCCC2=O)cc1
→ 14.3	-1.7%
- Cc1ccc(NC(=O)c2cc(=O)c3ccccc3o2)c(C)c1
→ 10.9	0.5%
- Cc1cccc(Nc2c([N+](=O)[O-])c(=O)n(C)c3ccccc23)c1
→ ·	0.7%
- CCOCC(=O)N1CCN(c2ccc(F)cc2)CC1
→ 10.4	-1.7%
- Clc1ccc(OCc2nnc(-c3ccccc3Br)o2)c(Cl)c1
→ 8.6	0.6%
- Cc1oc(-c2ccc(Cl)cc2)nc1CN1CCCC(C(=O)NCc2ccccn2)C1 (configuration not stated)
→ ·	-2.3%
- O=C(COc1ccc(Cl)cc1)NCc1nnc(SCC(=O)N2CCCCCC2)o1
→ 22.1	-5.5%
- CC(CN1CCOCC1)OC(=O)c1ccccc1 (configuration not stated)
→ 2.6	1.2%
- COc1ccc(/C=N/NC(=O)c2ccco2)cc1OCc1ccccc1
→ -2.6	9.2%
- O=C(Nc1ccno1)Nc1ccc(Cl)cc1Cl
→ -5.4	2.3%
- CC(C)(C)C(=O)Nc1ccc(-c2csnn2)cc1
→ ·	-4.5%
- O=C(CSc1nnc(CNc2ccc(F)cc2)n1Cc1ccccc1)NCc1ccccc1
→ ·	6.9%
- CCCS(=O)(=O)Nc1ccc(-c2ccc3nnc(C)n3n2)cc1
→ -13.6	-6.9%
- CC(NS(=O)(=O)c1ccc(Br)cc1)C(=O)NCc1ccc2c(c1)OCO2 (configuration not stated)
→ ·	1.7%
- Cc1c(OCC(=O)OC(C)(C)C)ccc2c3c(c(=O)oc12)CCC3
→ -3.9	-5.5%
- CCC1=C(OC(=O)N(CC)CC)N2C(=O)OC(=NCCc3c[nH]c4ccccc34)[C@]2(C)[C@H]2C1=CC[C@H]1C(=O)N(CC(=O)OC)C(=O)[C@H]12
→ 0.0	6.3%
- CCCC(=O)OCCNc1cc(Sc2nccn2C)c2nonc2c1[N+](=O)[O-]
→ -11.0	136µM*
- C/C(=N\NC(=O)c1c[nH]c2ccccc12)c1ccc(C)o1
→ -3.1	1.7%
- Oc1ccc[n+](CCCCC[n+]2cccc(O)c2)c1
→ 3.5	3.3%

New compounds follow:
The line under a structure holds: Mtb RmlCD inh	M. tuberculosis GlmU
- O=C(NCc1ccccc1F)Nc1ccc([N+](=O)[O-])cc1
→ -8.7	-1.5%
- O=C(Oc1ccc2ccccc2c1)c1ccccc1
→ 10.4	5.6%
- c1ccc2c(c1)nc(NCCN1CCOCC1)c1nncn12
→ ·	0.6%
- O=C(NC(=S)Nc1ccc(S(=O)(=O)Nc2ncccn2)cc1)c1cccc(Br)c1
→ -8.7	-2.0%
- CC1Cc2ccccc2N1CC(=O)NCc1ccccc1Cl (configuration not stated)
→ 2.9	-1.7%
- O=C(O)C1CCCCC1C(=O)Nc1ccccc1C(=O)N1CCN(c2ccc(F)cc2)CC1 (configuration not stated)
→ -10.5	1.1%
- COc1ccc(OCc2cccc(C(=O)Nn3cc([N+](=O)[O-])cn3)c2)cc1
→ ·	2.6%
